D3 ag: qHTS of D3 Dopamine Receptor Agonist: qHTS; actives 0.58% (n = 410,000); max activation, %; D(3) dopamine receptor (Homo sapiens), P35462; D3R DiscoveRx beta-arrestin cells, luminescence, 90 min; in the data active = max activation above about 30%; note: 0% is about no effect; mostly tested at two doses, the higher about 12 µM
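Agonist-mode cell screen: cells plated at 1500/well and incubated overnight at 37 °C, then exposed to library compounds for 90 min at 37 °C. Detection reagent was added for 30–60 min at room temperature, and luminescence was read.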
EPAC2 antag: qHTS for Antagonist of cAMP-regulated guanine nucleotide exchange factor 2 (EPAC2): primary screen; Potency, µM (titrated, usually from 114 µM), inactives show at the highest dose activity, negative = inhibition, most hits filed as inhibitors; EPAC2 GEF exchange of Rap1B-BODIPY-GDP, fluorescence; Rap guanine nucleotide exchange factor 4 (Homo sapiens), Q8WZA2; actives 0.18% (n = 360,000); AID 720708, 2013; note: potency is the fitted concentration of half-maximal effect; % is set by controls: 0 for no effect and ±100 for the full control effect; nearly all actives have a fitted effect of over 45% in size; many of its hits are not listed in these tables
Target sequence (Q8WZA2 whole entry, looked up): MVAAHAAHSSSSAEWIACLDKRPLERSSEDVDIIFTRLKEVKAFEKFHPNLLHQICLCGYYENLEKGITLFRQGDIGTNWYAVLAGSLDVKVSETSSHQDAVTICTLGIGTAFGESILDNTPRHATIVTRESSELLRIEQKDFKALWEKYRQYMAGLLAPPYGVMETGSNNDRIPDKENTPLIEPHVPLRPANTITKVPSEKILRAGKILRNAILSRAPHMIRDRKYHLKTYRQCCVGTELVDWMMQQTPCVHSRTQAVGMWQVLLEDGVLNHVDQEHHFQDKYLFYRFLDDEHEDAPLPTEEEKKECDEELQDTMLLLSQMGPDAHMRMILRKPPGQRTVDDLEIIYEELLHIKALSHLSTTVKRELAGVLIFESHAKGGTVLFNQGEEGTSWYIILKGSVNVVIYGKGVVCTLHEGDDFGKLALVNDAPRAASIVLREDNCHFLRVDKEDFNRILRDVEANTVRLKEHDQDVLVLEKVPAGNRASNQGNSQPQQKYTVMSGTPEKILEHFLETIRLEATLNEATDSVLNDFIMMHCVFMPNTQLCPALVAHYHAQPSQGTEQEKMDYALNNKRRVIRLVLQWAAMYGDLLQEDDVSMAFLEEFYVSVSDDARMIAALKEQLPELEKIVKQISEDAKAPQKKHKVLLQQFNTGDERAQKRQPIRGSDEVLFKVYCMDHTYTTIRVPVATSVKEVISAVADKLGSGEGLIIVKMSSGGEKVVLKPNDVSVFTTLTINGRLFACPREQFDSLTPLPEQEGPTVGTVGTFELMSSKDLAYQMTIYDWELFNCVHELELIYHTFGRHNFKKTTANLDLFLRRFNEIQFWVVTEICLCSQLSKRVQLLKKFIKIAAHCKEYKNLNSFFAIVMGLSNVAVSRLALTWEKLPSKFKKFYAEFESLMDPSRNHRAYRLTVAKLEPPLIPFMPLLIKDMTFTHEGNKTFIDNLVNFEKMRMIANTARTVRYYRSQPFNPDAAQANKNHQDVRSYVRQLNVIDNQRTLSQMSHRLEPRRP
PTHR1 agonist: qHTS for PTHR1 Agonists: Primary Screen; Parathyroid hormone/parathyroid hormone-related peptide receptor (Homo sapiens), Q03431; HEK293 GP2 PTHR1 cells, GloSensor cAMP luminescence, 1 h; Potency, µM (highest dose often 115 µM), for the others: at the highest dose activation, usual class: activators; actives 0.075% (n = 410,000); AID 743266, 2014; note: potency is the fitted concentration of half-maximal effect; nearly all actives have a fitted effect of over 55% in size; some results filed as inactive show a strong effect at the top dose; inactives centre near -15; many of its hits are not listed in these tables
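HEK-293-derived GP2 cells expressing PTHR1 and a GloSensor cAMP reporter, 3,000/well, plated overnight, given luciferin plus IBMX (each 0.5 mM as added) for 1 h at 37 °C, then compound for 1 h at 37 °C. Luminescence was read after 15 min at room temperature.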
pAkt inh: HTS Assay for Inhibitors of Akt Phophorylation: Primary Screen. activity change, % for hits at 50 µM. AID 651550, 2012. Neuro2A IGF-stimulated pAkt S473 HTRF, 20 min; hits give low values. actives 0.32% (n = 360,000); in the data active = activity change below about -80%; inconclusive = mostly about -51% to -80%; note: % is set by controls: 0 for no effect and ±100 for the full control effect
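Neuro2A cells (4,500/well, DMEM with 0.5% FBS) were treated with compound at a single 50 µM final concentration, stimulated with 6 nM IGF for 20 min at 37 °C, and lysed. Phospho-Akt Ser473 was read by HTRF as 665/615 ratio ×10^4.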
EPAC2 ag: qHTS for Agonist of cAMP-regulated guanine nucleotide exchange factor 4 (EPAC2): primary screen. Potency, µM (doses to about 154 µM), without a hit: at the top dose activation, usual class: activators. EPAC2 activation, biochemical qHTS; response scale: 100% = 6.5 mM cAMP response. Rap guanine nucleotide exchange factor 4 (Homo sapiens), Q8WZA2. AID 720711, 2013. actives 0.079% (n = 360,000); note: potency is the fitted concentration of half-maximal effect; nearly all actives have a fitted effect of over 50% in size
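In this primary screen, activation is scored as increased exchange of BODIPY-GDP from Rap1B by 100 nM EPAC2, with 50 uM GDP as competitor. Signal is normalized to the 6.5 mM cAMP agonist control.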
D3 antag: qHTS of D3 Dopamine Receptor Antagonist: qHTS; D(3) dopamine receptor (Homo sapiens), P35462; actives 2.5% (n = 360,000); D3R cells, DiscoveRx beta-arrestin luminescence, antagonist mode; hits give low values; AID 652054, 2013; max response, negative = inhibition, %; in the data active = max response below about -50%; inconclusive = no clear call, values can overlap the other calls; note: % is set by controls: 0 for no effect and ±100 for the full control effect; mostly tested at two doses, the higher about 12 µM
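Cells plated overnight at 1500 cells/well, then exposed to library compounds with dopamine controls for 90 minutes at 37 degrees C. DiscoveRx reagent added for 30–60 minutes at room temperature; luminescence read, quantitative HTS format.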
Mm-Cpn inhibitor: Inhibitors of TCP-1 ring complex (TRiC) of Methanococcus maripaludis (MmCpn): qHTS; Potency, µM (doses to about 76.9 µM), for the others: at the highest dose activity, negative = inhibition, hits mostly inhibitors; AID 504842, 2011; actives 0.031% (n = 330,000); purified Mm-Cpn ATPase, ADP Transcreener TR-FRET; Chaperonin Mm-Cpn (Methanococcus maripaludis); note: potency is the fitted concentration of half-maximal effect; % is set by controls: 0 for no effect and ±100 for the full control effect; nearly all actives have a fitted effect of over 80% in size
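Compound-treated chaperonin, 25 nM final, turns over 10 uM ATP at 37°C for 30 min following a 10 min preincubation; ADP generated competes with ADP-d2 for Eu-cryptate antibody, lowering FRET.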
CCT modulator: High-Throughput Screening for Modulators of Cytosolic Chaperonin Activity. purified chaperonin ATPase assay, HTRF ADP detection, 30 min. activity change, % (no concentration beside the values), hits read low. actives 0.3% (n = 360,000); in the data active = activity change below about -30%; note: % is set by controls: 0 for no effect and ±100 for the full control effect
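We incubate TRiC, 40 or 20 nM final, with library compounds at 76 uM and 10 uM ATP for 30 min at 37 °C. ADP formed is detected with Transcreener HTRF reagents after 30 min at room temperature.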
Numbers without * were called inactive; i = inactive; ? = inconclusive; · = no result given; [ ] = another dose, or the depositor's remark. Unless noted, calls come from the whole dose curve; as a rule, active = well fitted curve in the direction sought with a large enough effect; inconclusive = small, poorly fitted or top-dose-only effect, or another doubt; inactive = no such curve, though single readings can be large; an effect the other way counts as inactive or inconclusive.

SMILES | D3 ag | EPAC2 antag | PTHR1 agonist | pAkt inh | EPAC2 ag | D3 antag | Mm-Cpn inhibitor | CCT modulator
Cc1ccc(C)c(OCCC(=O)OCC(=O)Nc2cc(S(=O)(=O)N3CCOCC3)ccc2C)c1 | -4 | -10% | -11% | i | 16% | -7 | 2% | -7.5
CCOC(=O)c1c(CSc2ccc(C)cc2)n(C)c2cc(Br)c(O)c(CN(C)C)c12 | 2 | -19% | -35% | i | 20% | 1 | 3% | -1.1
COc1ccc(CCN(C)C(=O)COC(=O)/C=C/c2ccc(C)o2)cc1OC | 7 | -6% | -25% | i | 13% | 0 | -1% | -2.4
CC(=O)c1ccc(NC(=O)CCNS(=O)(=O)c2ccccc2F)cc1 | 1 | 1% | i | i | 7% | 2 | -1% | 0.5
Cn1nc(C(=O)Nc2c(-c3ccccc3)nc3sccn23)c2ccccc2c1=O | 0 | -3% | i | i | -2% | -7 | 1% | -0.6
COc1ccc([N+](=O)[O-])cc1CN1CCN(c2ncc(Cc3ccccc3)cn2)CC1 | -7 | 3% | -7% | i | 7% | -9 | · | ·
CC1CCN(C(=S)c2cn(Cc3ccc(F)cc3)c3ccccc23)CC1 | -15 | 1% | -9%[57.5 µM] | i | -9% | -15 | 0% | 0.5
COc1ccc(C(=O)NCc2cccc(Cl)c2)cc1S(=O)(=O)N1CCOCC1 | -5 | -11% | -6% | i | 7% | -4 | 0% | 1.2
COCc1ccc(CN2CCC(Oc3ccc(C(=O)NCc4ccccn4)cc3)CC2)o1 | -3 | 10% | i | i | -3% | 21 | 1% | 0.4
Cc1cc(C)c(NC(=O)C2CCCN(S(=O)(=O)c3c(C)noc3/C=C/N(C)C)C2)c(C)c1 (centres undefined) | -2 | -5% | -3% | i | 0% | 2 | -5% | -2.5
O=Cc1cn(-c2ccccc2)nc1-c1ccccn1 | 0 | -2% | -59%[inhibitor] | i | 16% | -23 | 1% | -1.0
CC(C)(C)n1nnnc1C(c1ccnc2ccccc12)N1CCN(C/C=C/c2ccccc2)CC1 (centres undefined) | -10 | 7% | -10% | i | 4% | 2 | · | -3.0
COc1ccccc1N1CCN(C(=O)Cn2c(=O)[nH]c3ccsc3c2=O)CC1 | 1 | 1% | -10% | i | 1% | ? | 1% | -2.2
O=C(OCC#CCSc1nnc(-c2ccccc2)o1)c1cc2ccccc2o1 | 0 | -3% | i | i | 7% | -1 | -6% | 0.7
CCOC(=O)CNC(=O)CSc1nnc(C)c(=O)[nH]1 | 5 | 18% | -8% | i | -3% | 9 | 2% | 1.9
O=C(Nc1ncccn1)c1cccs1 | 0 | 3% | i | i | -4% | 8 | -2% | -1.4
COc1ccc(OCC(=O)NNC(=S)NC(=O)C2CC2)cc1 | 31* | 12% | i | i | -1% | 7 | 1% | -1.2
O=C(/C=C/c1cccs1)N1CCC2(CC1)Oc1ccc(Cl)cc1C(=O)C21CC(c2ccc(Cl)cc2)=NO1 (centres undefined) | 1 | 8% | i | i | 4% | -3 | · | 1.4
COC1(OC)N=C(N)C2(C#N)C(c3ccc(C)cc3)C12C#N (centres undefined) | -2 | -3% | i | i | 11% | ? | -3% | -1.2
Cc1ccc(CCNC(=O)C2CCC(CNc3c(N4CCC(C)CC4)c(=O)c3=O)CC2)cc1 (centres undefined) | -2 | 54%[activator] | -29% | i | -5% | -1 | 1% | -0.6
CCC(=O)OCCNc1cc(Sc2nc3ccccc3s2)c2nonc2c1[N+](=O)[O-] | -54 | -6% | -66%[inhibitor][57.5 µM] | i | 28% | -88* | -2% | -4.1
COC(=O)c1ccc(NC(c2ccc(Cl)cc2)P(=O)(OC)OC)cc1 (centres undefined) | 0 | -3% | -2% | i | -7% | -6 | 0% | 1.1
Cc1ccc(CSc2nc(-c3ccccc3)c(C#N)c(=O)[nH]2)cc1 | -2 | ? | 0% | i | -2% | 7 | -10% | 0.1
Nc1nc(SCC(=O)NNc2c(Cl)cc(Cl)cc2Cl)n[nH]1 | -3 | -1% | -14% | i | 11% | -8 | 0% | -2.9

The final 3 entries of the section above lead into the next.
SMILES | D3 ag | EPAC2 antag | PTHR1 agonist | pAkt inh | EPAC2 ag | D3 antag | Mm-Cpn inhibitor | CCT modulator
COC(=O)c1ccc(NC(c2ccc(Cl)cc2)P(=O)(OC)OC)cc1 (centres undefined) | 0 | -3% | -2% | i | -7% | -6 | 0% | 1.1
Cc1ccc(CSc2nc(-c3ccccc3)c(C#N)c(=O)[nH]2)cc1 | -2 | ? | 0% | i | -2% | 7 | -10% | 0.1
Nc1nc(SCC(=O)NNc2c(Cl)cc(Cl)cc2Cl)n[nH]1 | -3 | -1% | -14% | i | 11% | -8 | 0% | -2.9
Cc1c(N=Cc2ccc[nH]2)c(=O)n(-c2ccccc2)n1C | 3 | 0% | -7%[57.5 µM] | i | 7% | -4 | -6% | 2.0
O=C1Nc2ccc(Cl)cc2C(C#CC2CC2)(C(F)(F)F)O1 (centres undefined) | -21 | ? | -31%[inhibitor] | i | 6% | 0 | -2% | -0.6
O=C(c1cccc([N+](=O)[O-])c1)N1CCN(c2ccc(Cl)cc2)CC1 | 6 | 7% | -1% | i | -4% | 2 | 0% | -3.5
C/C(Cn1nnc([N+](=O)[O-])n1)=N\NC(=O)c1ccc(C)cc1 | -8 | -3% | -4% | i | 8% | 3 | 1% | -3.0
Cc1cc(=O)oc(C)c1C(=O)NCCC1=CCCCC1 | 7 | -3% | -4%[57.5 µM] | i | -9% | -7 | 0% | -1.7
Cc1cccn2cc(CCNC(=O)c3ccco3)nc12 | -8 | 4% | i | i | 3% | -18 | 0% | -25
CCOc1ccc(C(C)=O)cc1Cn1nc(C(=O)O)c2ccccc2c1=O | 4 | -21% | i | i | -6% | 11 | -4% | 0.4
Nc1c(C(=O)CSc2nnc(-c3ccccc3)o2)c(=O)[nH]c(=O)n1C1CC1 | 2 | -1% | i | i | -4% | 6 | -1% | 0.5
NNc1ccc([N+](=O)[O-])c2[nH][nH]c(=O)c12 | -7 | 2% | i | i | 9% | -21 | · | -3.3
CCN(C(=O)CSc1nnc(-c2ccncc2)n1Cc1ccccc1)C1CCS(=O)(=O)C1 (centres undefined) | 2 | 4% | i | i | 6% | 9 | 1% | -2.9
CCOC(=O)c1cn(CC)c2ccc(S(=O)(=O)N3CC(C)CC(C)C3)cc2c1=O (centres undefined) | 13 | 12% | i | i | 3% | 20 | -5% | 1.0
O=C(CN1CCCCC1)N/N=C/c1ccccc1Br | -8 | 3% | i | i | 7% | -16 | 0% | -19
CCCC(c1nnnn1Cc1ccc(OC)cc1)N1CCC(C(N)=O)CC1 (centres undefined) | 3 | 9% | i | i | 0% | 55 | 1% | 2.2
COc1ccc(/C=N/NC(=O)Cn2cnc3ccccc3c2=O)cc1OC | 12 | 9% | i | i | -2% | 3 | 2% | 1.3
CC1=CCC2C(=O)N(c3ccc(S(N)(=O)=O)cc3)C(=O)C2C1 (centres undefined) | 3 | 2% | -13% | i | 3% | -7 | -1% | 0.9
CN=C1SC(C(=O)O)CC(=O)N1C (centres undefined) | -5 | 5% | -16%[57.5 µM] | i | 5% | 7 | 0% | 0.2
Cn1c(=O)c2c(nc(N/N=C/c3ccc(OC(=O)c4ccco4)cc3)n2Cc2ccccc2)n(C)c1=O | -3 | -8% | -31%[inhibitor] | i | 20% | 27 | -1% | -3.7
CC1=NN(C(=O)COc2cc(C)ccc2C(C)C)C(O)(c2ccccc2)C1 (centres undefined) | -7 | -29% | i | i | 1% | 5 | 2% | -4.8
CSc1ccccc1NC(=O)CSc1nnc(COc2ccccc2)o1 | 1 | -3% | -2% | i | 9% | 2 | -2% | -0.9
COCCCNC(NC(=O)c1ccc(OC)cc1)C(Cl)(Cl)Cl (centres undefined) | 3 | 1% | -48%[inhibitor] | i | -2% | 11 | 0% | -2.3
CC(C)NC(=O)c1cc2cc([N+](=O)[O-])ccc2s1 | -2 | 20% | -6% | i | 4% | 7 | -2% | 0.5
Cn1nnnc1Sc1ncnc2scc(-c3cccs3)c12 | · | -2% | -26% | · | 11% | · | -7% | ·
COc1ccc(CNc2nc3ccccc3n2CCN2CCCCC2)cc1 | -20 | 15% | -26% | i | 8% | -64* | 0% | 3.1
NC(=O)/C(=N\O)c1ccccc1 | 1 | 23% | i | i | 0% | 2 | 0% | 1.8
COc1ccc(/C=C2\SC(=S)N(CCC(=O)Nc3ccc(C(=O)O)cc3)C2=O)cc1OC | 5 | -25% | i | i | 21% | 12 | -1% | -0.5
COC(=O)c1cccc(NC(=O)CN2CCN(Cc3ccccc3)CC2)c1 | -10 | 0% | i | · | -84%[inhibitor][15.6 µM] | -50* | -3% | 3.5
C=CCc1cc(Cl)ccc1OC(=O)Nc1cccc(Cl)c1 | 3 | -20% | i | i | 0% | 0 | -2% | -0.7
C[C@H](CO)N1C[C@H](C)[C@@H](CN(C)Cc2ccc(-c3ccccc3)cc2)Oc2ncc(C#C[C@@H](C)O)cc2C1=O | -6 | -4% | -18% | i | 1% | 7 | · | -0.7
O=S(=O)(c1ccccc1)N(Cc1ccc(Cl)cc1)c1ccncc1 | -1 | -2% | -28% | i | 14% | 1 | 3% | 0.1
N#CC1=C(SCC(=O)Nc2ccccc2)NC(=O)CC1c1ccco1 (centres undefined) | -27 | 3% | 14%[57.5 µM] | i | 16% | -27 | · | -1.3
COCCNC(=O)c1ccccc1NS(=O)(=O)c1ccc(Br)s1 | 16 | 11% | -23%[57.5 µM] | i | 2% | -7 | -1% | 1.4
COc1ccc(Cc2noc(CN3CCN(C4CCc5ccccc5C4)CC3)n2)cc1OC (centres undefined) | -13 | -20% | -37%[inhibitor] | i | -5% | ? | -7% | -3.3

Not all compounds are listed. The share of hits here may be higher or lower than overall.
